Screening results deposited in PubChem by several laboratories.
PPC-1+TRAIL kill = compounds killing PPC-1 cancer cells with TRAIL present (potentiator screen, no TRAIL-free arm); PPC-1 cells + TRAIL, ATPLite viability luminescence; cell killing (% activity), % at 4 µM; 220,000 compounds, 0.41% hits; AID 1443;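 active means cell killing above 50% in the first pass at 4 µM, then a duplicate retest at 5 µM averaging 50% or more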;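 further: plate controls were cells with TRAIL plus DMSO for no effect and medium-only wells lacking cells for full effect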
zfTRPN1 agonist = zebrafish TRPN1 (NompC) channel agonism | HEK293 zebrafish TRPN1-YFP, Fluo-8 calcium fluorescence; 100% = response to 87 µM carbachol | activation, % at 3 µM | 220,000 compounds, 0.18% hits;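 active means activation above its plate's cutoff, the mean activation of test wells on that plate plus 3 SD, cut at about 19% in these data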;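 further: 0% = DMSO alone and 100% = 87 µM carbachol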
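Control set: carbachol 87 µM as high control, DMSO as low control; system: HEK293 stable line with zebrafish TRPN1-YFP; read-out: % activation versus carbachol response; detection: intracellular calcium fluorescence with Fluo-8; doses: single test compound dose, 3 µM nominal, 0.3% DMSO; schedule: dye 1 h 37 °C plus 30 min RT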
Thrombin inh = blocks human thrombin protease activity; P00734; alpha-thrombin, Boc-VPR-AMC fluorogenic substrate cleavage; inhibition, % at 5 µM; 220,000 compounds, 0.26% hits; AID 1046;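 active means inhibition at or above 40%; inactive means inhibition below 40%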;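 further: 0% = enzyme with no compound and 100% = wells without enzyme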
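System – human alpha-thrombin · Medium – pH 7.5 Tris (50 mM) with NaCl 150 mM, Tween 20 0.05% · Compound – single-point dosing at 5 µM, 0.2% DMSO · Incubation – enzyme reaction carried out at room temperature · Technique – fluorescence of released AMC, ex 355 nm, em 460 nm · Read-out basis – % inhibition of thrombin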
Furin inhibitor = inhibitors of human furin; 220,000 compounds, 0.061% hits; P09958; purified furin, fluorogenic substrate cleavage; inhibition, % at 30 µM; in the data active means inhibition above about 25%; further: inactives centre near -15
TRPML3 ag = human mucolipin-3 channel agonism; Q8TDD5; HEK293 TRPML3-YFP, Fluo-8 calcium fluorescence; 100% = the carbachol control signal; activation, % at 3 µM; 220,000 compounds, 0.29% hits; AID 1448;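 active means activation above its plate's cutoff, the mean activation of the plate's test wells plus 3 SD, cut at about 12% in these data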;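 further: 0% = DMSO only wells and 100% = carbachol wells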
Target sequence (Q8TDD5 whole entry, looked up): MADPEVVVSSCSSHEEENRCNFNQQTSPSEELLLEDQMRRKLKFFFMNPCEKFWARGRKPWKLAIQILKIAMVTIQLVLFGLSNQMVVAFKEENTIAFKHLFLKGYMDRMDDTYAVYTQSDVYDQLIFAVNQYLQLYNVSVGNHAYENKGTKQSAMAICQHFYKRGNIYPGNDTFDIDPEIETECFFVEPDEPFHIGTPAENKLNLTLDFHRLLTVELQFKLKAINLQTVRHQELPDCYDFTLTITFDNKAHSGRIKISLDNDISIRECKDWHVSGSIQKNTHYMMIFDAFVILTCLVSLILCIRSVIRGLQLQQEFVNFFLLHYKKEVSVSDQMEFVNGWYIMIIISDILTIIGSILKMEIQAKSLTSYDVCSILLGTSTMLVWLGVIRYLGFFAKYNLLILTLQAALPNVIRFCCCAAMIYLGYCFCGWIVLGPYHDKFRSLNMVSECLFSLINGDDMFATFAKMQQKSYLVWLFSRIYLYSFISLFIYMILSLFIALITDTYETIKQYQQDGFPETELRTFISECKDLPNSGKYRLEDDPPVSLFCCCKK
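Test system: TRPML3-YFP stable HEK293 cells. Doses: single point at 3 µM. Incubation: dye loading 1 h 37 °C then 30 min ambient, 125 s read. Signal: Fluo-8 calcium dye fluorescence, ex 470-495, em 515-575 nm. Measure: percent activation from peak-to-basal fluorescence ratio, scaled between DMSO and carbachol.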
KCC2 mod = modulators of human KCC2 chloride dependent transport; Q9H2X9; KCC2 cells, thallium flux FluoZin-2 fluorescence; B-score of Tl+ flux slope (higher = more flux/activation; lower = inhibition) at 10 µM; 190,000 compounds, 2.2% hits;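 active means thallium flux slope and its plate-corrected score both differing from the plate sample mean at a set confidence after two filtering rounds, in either direction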;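 further: slope of fluorescence scaled to starting intensity during 10 to 20 s after thallium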
TbHK1 inh = T. brucei hexokinase 1 inhibition | recombinant TbHK1, G6PDH-coupled NADH A340 | inhibition, % at 10 µM | 220,000 compounds, 0.11% hits | AID 1430;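 active means inhibition of 50% or more in the single-dose primary screen; inactive means inhibition below 50%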
Calpain2 inh = inhibitors of pig calpain II; inhibition, % at 16 µM; AID 1236; purified calpain II, fluorogenic peptide substrate, 30 min; 220,000 compounds, 0.37% hits;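 active means inhibition above about 50%, limit read from the data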
EBV gp42 inh = inhibitors of Epstein-Barr virus glycoprotein 42 | Fluorescence polarization binding assay, mP read-out | Q1HVG2 | 220,000 compounds, 0.42% hits | AID 1085 | inhibition, % (tested at 21.74 µM); in the data active means inhibition above about 50%
Target sequence (Q1HVG2 whole entry, looked up): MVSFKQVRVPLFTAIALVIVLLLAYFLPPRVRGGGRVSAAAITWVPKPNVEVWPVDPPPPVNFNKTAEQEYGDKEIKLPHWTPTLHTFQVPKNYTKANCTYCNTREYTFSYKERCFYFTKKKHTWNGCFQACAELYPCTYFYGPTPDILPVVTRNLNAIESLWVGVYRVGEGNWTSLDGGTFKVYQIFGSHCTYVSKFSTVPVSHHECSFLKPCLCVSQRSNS
* marks the source's active call; other numbers are inactive results; / = not tested or not shown; [ ] = remark or other dose.

1) O=C(Nc1ccc(O)c(-c2nc3ccccc3s2)c1)c1cccs1
2) O=C(NCCc1ccc(F)cc1)C1CCCCC1
3) COC(=O)Cn1c(=NC(=O)C2COc3ccccc3O2)sc2cc(S(N)(=O)=O)ccc21 (stereo not drawn)
4) CCCOc1ccc(OCC(=O)c2[nH]c(C)c(C(C)=O)c2C)cc1
5) COc1ccc(Cl)cc1S(=O)(=O)Nc1cccc(C(=O)O)c1
6) CCCc1cc(C(=O)OC)c(NC(=O)CCCC(=O)O)s1
entry no.,1,2,3,4,5,6
PPC-1+TRAIL kill,38.6,12.1,5.6,8.6,-1.0,-1.9
zfTRPN1 agonist,0.9,-0.5,0.1,3.8,0.3,0.7
Thrombin inh,-6.1,-10.0,-10.4,0.2,1.2,/
Furin inhibitor,-3.0,-33.3,-7.3,-9.5[20 µM],-16.8,-6.9
TRPML3 ag,0.9,0.4,0.8,2.8,1.2,0.4
KCC2 mod,0.675,-0.205,-8.05e-05,0.0371,/,1.16
TbHK1 inh,1.1,-0.3,0.0,-7.6,-0.4,4.7
Calpain2 inh,-28.9,-6.5,7.8,19.7,6.9,28.1
EBV gp42 inh,-10.2,-3.2,-6.5,-7.7,0.8,10.6

7) C/C(N)=C(/C#N)C(=O)CSc1nnc(-c2ccc(OC(F)F)cc2)o1
8) Nn1c(SCC(=O)Nc2ccc(S(=O)(=O)N3CCCC3)cc2)nnc1C(F)(F)F
9) CS(=O)(=O)N(CC(=O)NCc1ccccc1)Cc1ccc(Cl)cc1
10) CC(C)(C)NC(=O)C1CCN(C(=O)c2ccc(-c3ccccc3)cc2)CC1
11) COc1cccc(NC(=O)C(c2ccccc2)N2CCCCC2)c1 (stereo not drawn)
12) Cc1nn(Cc2ccccc2)c(C)c1NC(=O)CSc1nc2c(c(C(F)(F)F)n1)CCc1ccccc1-2
entry no.,7,8,9,10,11,12
PPC-1+TRAIL kill,-2.1,6.0,-14.5,15.5,15.3,12.5
zfTRPN1 agonist,2.0,1.0,0.0,1.1,-2.7,-0.4
Thrombin inh,-3.5,-10.6,-1.6,2.2,-12.4,-4.6
Furin inhibitor,-14.5,4.0[20 µM],-8.0[20 µM],-7.9[20 µM],-23.6,-2.2
TRPML3 ag,0.5,0.4,0.3,1.1,-0.2,0.2
KCC2 mod,/,1.85,-0.485,1.07,0.0988,-0.56
TbHK1 inh,-5.0,3.0,4.1,-6.6,4.6,-1.6
Calpain2 inh,-39.0,12.3,4.5,0.1,-17.3,-39.1
EBV gp42 inh,2.5,8.3,5.1,-8.6,-8.9,-10.2

13) O=C(NC1CCCCC1)C1CCC(CNS(=O)(=O)c2cccc3nsnc23)CC1 (stereo not drawn)
14) O=C(COC(=O)c1cccc(C(=O)OCC(=O)NCc2ccc(F)cc2)n1)NCc1ccc(F)cc1
15) CCCCN(C)CCNC(=O)CSCc1ccc(C)cc1
16) CCN(CC)S(=O)(=O)c1ccc(NC(=O)c2ccccc2N(C)S(C)(=O)=O)cc1
17) COc1cc(OC)c(CN2CCCCCCC2)cc1Br
18) CCN1CCN(CC(=O)c2c(C)n(C)c3ccc(OC)cc23)CC1
entry no.,13,14,15,16,17,18
PPC-1+TRAIL kill,-12.4,17.7,20.4,4.9,-7.9,1.6
zfTRPN1 agonist,2.2,1.3,0.4,-1.2,-0.3,0.3
Thrombin inh,-2.5,-0.9,-2.3,-1.9,-4.6,3.8
Furin inhibitor,3.3,-11.3,-19.0,-22.2[20 µM],-17.2[20 µM],-20.0[20 µM]
TRPML3 ag,0.5,0.7,0.8,0.3,1.2,0.3
KCC2 mod,/,-1.99,-0.697,0.00636,-0.431,0.197
TbHK1 inh,-6.2,2.4,-3.6,-3.9,-4.5,-7.2
Calpain2 inh,20.8,16.3,-34.5,-35.4,-25.0,-5.3
EBV gp42 inh,-10.7,-11.9,0.9,2.4,-14.6,-36.4

19) O=C(c1ccco1)N1CCN(S(=O)(=O)c2ccc(S(=O)(=O)NC3CC3)cc2)CC1
20) COc1cccc(-c2cc(C(=O)N3CCCCCC3)no2)c1
21) CC(C)CC(OC(=O)c1nsc(Cl)c1Cl)C(=O)NCc1cccs1 (stereo not drawn)
22) CC(C)N(C(=S)NCc1ccccc1)C(C)C
23) COc1ccccc1C(=O)OCC(=O)Nc1cc(S(=O)(=O)N2CCOCC2)ccc1N1CCCC1
24) COc1cc(N)c(Cl)cc1NC(=O)c1ccccc1
entry no.,19,20,21,22,23,24
PPC-1+TRAIL kill,-10.0,31.6,21.0,11.8,9.9,8.8
zfTRPN1 agonist,1.4,0.9,0.5,0.8,0.9,-0.4
Thrombin inh,-3.6,-4.3,-1.5,-5.8,-2.4,-5.4
Furin inhibitor,-17.9,-3.0,15.9[20 µM],-15.7,-39.5,4.8
TRPML3 ag,1.1,-0.6,-0.1,0.1,-0.4,0.1
KCC2 mod,-0.057,0.166,-3.69*,0.441,-0.466,0.53
TbHK1 inh,-2.5,5.9,-0.3,-3.5,2.8,4.2
Calpain2 inh,1.5,24.5,18.3,4.1,-20.4,-9.4
EBV gp42 inh,-8.4,-6.9,11.4,-16.6,1.4,-8.8

25) CCOc1ccc(N2CC(C(=O)NCCN3C(=O)S/C(=C\c4cccnc4)C3=O)CC2=O)cc1 (stereo not drawn)
26) O=C(Cn1cncn1)N/N=C/c1cc([N+](=O)[O-])ccc1O
27) Cc1cc(C)n(-c2ccc(C(=O)Nc3ccc(C)c(S(=O)(=O)N(C)C)c3)cc2)n1
28) COc1cccc(NC2=Nc3cccc4cccc2c34)c1
29) CC(C)Cc1nc(N2CCN(C(=O)c3ccco3)CC2)c(C#N)c2c1CCC2
30) CSc1nc(N(C)NC(=O)c2cccc(C)c2)c2ccccc2n1
entry no.,25,26,27,28,29,30
PPC-1+TRAIL kill,9.2,10.1,17.9,19.9,29.3,-7.9
zfTRPN1 agonist,-0.7,-1.4,2.6,-2.5,0.3,2.3
Thrombin inh,-9.5,2.7,1.7,-12.0,-7.2,0.4
Furin inhibitor,-18.2,-14.8,-11.1,-4.8,-13.8[20 µM],-8.7[20 µM]
TRPML3 ag,-0.6,0.1,1.1,0.9,-0.8,-0.1
KCC2 mod,-0.0369,0.424,0.544,-1.54,-2.69,/
TbHK1 inh,-13.3,-41.0,19.4,-7.3,10.9,-6.3
Calpain2 inh,4.2,-7.1,25.1,31.5,-77.1,-8.5
EBV gp42 inh,-19.3,-8.5,-22.9,-23.4,9.8,-1.8

31) Cc1ccc(C)n1NC(=O)c1ccco1
32) CCOc1cc(CNn2cnnc2)ccc1OCC(=O)NC1CCCCC1
33) Cc1ccc(C(C(=O)NCc2ccco2)N(C(=O)CNC(=O)c2cccs2)c2ccc(C)cc2C)cc1 (stereo not drawn)
34) COC(=O)N1CCN(c2ccc(C(C)=O)cc2)CC1
35) CC(=O)c1cccc(NC(=O)NC2CCCc3ccccc32)c1 (stereo not drawn)
36) CCC(c1nnnn1Cc1ccco1)N(Cc1cc2cc(OC)ccc2[nH]c1=O)C1CCCCC1 (stereo not drawn)
entry no.,31,32,33,34,35,36
PPC-1+TRAIL kill,3.6,2.1,9.9,2.2,15.3,21.5
zfTRPN1 agonist,-0.4,0.3,1.0,0.5,-0.8,-1.7
Thrombin inh,-6.7,0.9,1.2,0.7,-0.4,2.1
Furin inhibitor,-18.6[20 µM],-11.0[20 µM],-14.3[20 µM],-10.1[20 µM],-20.1,-20.9
TRPML3 ag,-0.7,-0.1,1.1,0.6,0.0,-1.0
KCC2 mod,0.623,0.139,/,-0.488,0.0245,/
TbHK1 inh,2.2,-4.9,3.0,-34.3,-7.8,-6.6
Calpain2 inh,-117.2,14.5,17.8,28.4,-17.6,/
EBV gp42 inh,0.1,-15.8,4.4,-11.8,11.6,/

37) NS(=O)(=O)c1cccc(NC(=O)/C=C/c2cccs2)c1
38) COc1cc(C)c(Cl)cc1S(=O)(=O)NCc1ccncc1
39) Cc1ccc(OCc2ccc(C(=O)O)o2)c([N+](=O)[O-])c1
40) Cc1cc(NC(=O)CSc2n[nH]c(N)n2)no1
41) Brc1ccc(OCCCN2CCOCC2)cc1
entry no.,37,38,39,40,41
PPC-1+TRAIL kill,42.0,13.6,16.5,7.2,-11.6
zfTRPN1 agonist,-0.3,9.5,-0.2,1.9,2.8
Thrombin inh,3.5,5.4,-3.1,-4.5,2.1
Furin inhibitor,-2.6,-11.1[20 µM],-18.1,-24.3,-21.0[20 µM]
TRPML3 ag,0.1,4.1,1.0,0.4,1.1
KCC2 mod,0.873,-0.0492,-0.625,/,0.393
TbHK1 inh,-45.6,0.9,-5.1,-2.5,-1.7
Calpain2 inh,-14.1,20.6,-12.3,-30.4,20.8
EBV gp42 inh,-1.3,-26.3,-5.0,-1.9,-15.2

Rewritten with two lines to a compound: part of the list above
Results follow in this order: PPC-1+TRAIL kill	zfTRPN1 agonist	Thrombin inh	Furin inhibitor	TRPML3 ag	KCC2 mod	TbHK1 inh	Calpain2 inh	EBV gp42 inh
32: CCOc1cc(CNn2cnnc2)ccc1OCC(=O)NC1CCCCC1
    2.1	0.3	0.9	-11.0[20 µM]	-0.1	0.139	-4.9	14.5	-15.8
33: Cc1ccc(C(C(=O)NCc2ccco2)N(C(=O)CNC(=O)c2cccs2)c2ccc(C)cc2C)cc1 (stereo not drawn)
    9.9	1.0	1.2	-14.3[20 µM]	1.1	/	3.0	17.8	4.4
34: COC(=O)N1CCN(c2ccc(C(C)=O)cc2)CC1
    2.2	0.5	0.7	-10.1[20 µM]	0.6	-0.488	-34.3	28.4	-11.8
35: CC(=O)c1cccc(NC(=O)NC2CCCc3ccccc32)c1 (stereo not drawn)
    15.3	-0.8	-0.4	-20.1	0.0	0.0245	-7.8	-17.6	11.6
36: CCC(c1nnnn1Cc1ccco1)N(Cc1cc2cc(OC)ccc2[nH]c1=O)C1CCCCC1 (stereo not drawn)
    21.5	-1.7	2.1	-20.9	-1.0	/	-6.6	/	/
37: NS(=O)(=O)c1cccc(NC(=O)/C=C/c2cccs2)c1
    42.0	-0.3	3.5	-2.6	0.1	0.873	-45.6	-14.1	-1.3
38: COc1cc(C)c(Cl)cc1S(=O)(=O)NCc1ccncc1
    13.6	9.5	5.4	-11.1[20 µM]	4.1	-0.0492	0.9	20.6	-26.3
